# ROC1-CUL1 inh – blocks human RBX1-Cullin-1 di-ubiquitin formation. P62877+Q13616. in vitro K48 di-Ub FRET, acceptor:donor ratio, 45 min. inhibition, % at 10 µM. actives 0.6% (n = 140,000). AID 1347404; in the data active = inhibition above about 25%
# Target sequence (P62877 whole entry, looked up): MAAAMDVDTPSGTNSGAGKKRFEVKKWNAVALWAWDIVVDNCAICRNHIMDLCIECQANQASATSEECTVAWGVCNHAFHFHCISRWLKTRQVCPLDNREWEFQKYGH
# Target sequence (Q13616 whole entry, looked up): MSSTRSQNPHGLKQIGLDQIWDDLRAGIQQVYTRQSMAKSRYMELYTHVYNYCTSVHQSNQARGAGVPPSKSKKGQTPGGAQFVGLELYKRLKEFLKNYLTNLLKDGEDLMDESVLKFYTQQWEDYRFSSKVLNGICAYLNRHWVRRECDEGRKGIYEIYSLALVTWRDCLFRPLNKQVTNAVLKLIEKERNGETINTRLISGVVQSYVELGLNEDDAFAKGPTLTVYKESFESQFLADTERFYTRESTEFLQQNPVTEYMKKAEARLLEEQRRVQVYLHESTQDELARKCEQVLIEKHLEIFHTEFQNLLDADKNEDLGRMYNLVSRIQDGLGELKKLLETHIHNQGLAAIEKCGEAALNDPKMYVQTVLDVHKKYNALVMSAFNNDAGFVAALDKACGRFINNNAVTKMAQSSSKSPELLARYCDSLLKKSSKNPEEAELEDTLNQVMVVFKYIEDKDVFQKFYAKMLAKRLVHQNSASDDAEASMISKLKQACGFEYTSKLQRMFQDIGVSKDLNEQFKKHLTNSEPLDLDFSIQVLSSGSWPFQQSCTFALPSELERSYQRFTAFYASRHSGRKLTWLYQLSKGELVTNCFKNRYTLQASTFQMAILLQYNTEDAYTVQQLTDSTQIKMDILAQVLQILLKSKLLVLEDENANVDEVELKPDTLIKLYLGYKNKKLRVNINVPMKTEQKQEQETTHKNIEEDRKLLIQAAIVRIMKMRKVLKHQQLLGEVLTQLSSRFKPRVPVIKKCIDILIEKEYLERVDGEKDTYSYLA
# The depositor's hits bear a star; & = joins results of further samples. Some of the compounds tested; the hit share may differ from the screen's.
SMILES,ROC1-CUL1 inh
CCOC(=O)C/C(C)=N/NC(=O)C(c1ccccc1)c1ccccc1,7
CC(C)(C)C1CC=C2C(C#N)C(=N)C(C#N)(C#N)[C@H](c3ccc4c(c3)OCO4)[C@H]2C1 (some centres not stated),0
COc1ccc(C)c2sc(NC(=O)c3ccc(S(=O)(=O)N4CCOCC4)cc3)nc12,7
Cc1cc(C)cc(NC(=O)Cc2csc(COc3cccc(C)c3)n2)c1,3
CC(=O)Nc1ccc(S(=O)(=O)Nc2nccc(C3Cc4ccccc4C(=O)O3)n2)cc1 (configuration not stated),-2
CCn1c2ccccc2c2cc(NS(=O)(=O)c3ccc(F)cc3)ccc21,-5
COc1ccc(OC2CCN(C(C)=O)CC2)c(C(=O)NCc2cc(C(C)C)no2)c1,-2
CC(=O)c1c(C)nc2nc(-c3ccccc3)nn2c1C,-16&12
O=C(Nc1ccc2c(c1)OCO2)c1ccccc1NC(=O)C1CCCCC1C(=O)O (configuration not stated),2
O=S(=O)(NCc1ccc(Cl)c(Cl)c1)c1ccccc1,-12
Cc1ccccc1OCCCCn1nnc2sc3c(c2c1=O)CCC(C)C3 (configuration not stated),-7
CCOc1ccc(C(=O)OCC2c3ccccc3-c3ccccc32)cc1,5
O=C(Nc1ccccc1O)c1cccc(S(=O)(=O)Nc2ccc(F)cc2)c1,1
CC(C)OC1=NC(C(F)(F)F)(C(F)(F)F)N=C(N2CCOCC2)O1,4
Cc1nc(NC(=O)NCCN2N=C(c3ccccc3)CCC2=O)n[nH]1,6
CCOc1ccc(NC(=O)c2c(NCc3cccs3)sc3c2CCC(C)C3)cc1 (configuration not stated),-2
COc1cccc(OCCOCC(O)CN2CCN(Cc3ccc(Cl)cc3)CC2)c1 (configuration not stated),1
Nn1c(N2CCOCC2)c(S)oc1=Nc1ccc(O)c(C(=O)O)c1,-6
CCOC(=O)C1(CCOc2ccccc2)CCN(C2CCOCC2)CC1,0
COC(=O)CCCC(=O)N1CCOC(CC2CCCCC2)C1 (configuration not stated),2

# Fetched one by one from above (3):
SMILES,ROC1-CUL1 inh
COc1ccc(C)c2sc(NC(=O)c3ccc(S(=O)(=O)N4CCOCC4)cc3)nc12,7
Cc1cc(C)cc(NC(=O)Cc2csc(COc3cccc(C)c3)n2)c1,3
CCOC(=O)C/C(C)=N/NC(=O)C(c1ccccc1)c1ccccc1,7

# Next compounds
SMILES,ROC1-CUL1 inh
CC(C)(C)C(=O)Nc1ccc(-c2nc3ccccc3s2)cc1,3
CCc1ccc(N=C2S/C(=C\c3cc(OC)c(OC)c(OC)c3)C(=O)N2c2ccc(CC)cc2)cc1,-7
Nc1nc(CSc2nnc(N)s2)nc(N2CCOCC2)n1,-1
CCC(Oc1ccccc1)C(=O)N=C1C(=O)N(c2ccccc2)N(C)C1C (configuration not stated),-3
CCS(=O)(=O)N1CCC(C(=O)Nc2ccc(Cl)c(Cl)c2)CC1,4
CCCCn1c(=O)c2c(nc3n2CC(C)=NN3CC)n(C)c1=O,-5
Cc1nn(Cc2ccc(C(=O)Nc3ccc(C(=O)OC(C)C)cc3)o2)c(C)c1Cl,-8
O=C(CSc1nc2sc3c(c2c(=O)n1-c1ccccc1)CCCC3)Nc1ccccc1C(F)(F)F,-4
COc1ccc(C=C2C(=O)c3ccccc3C2=O)cc1O,-2
Cn1ncc(I)c1C(=O)Nc1nccs1,-4
CN(C(=O)c1nn2c(C(F)(F)F)cc(-c3ccco3)nc2c1Cl)c1ccc(OC(F)(F)F)cc1,9
CCOC(=O)c1c(N=Nc2cc(C)cc(C)c2O)n[nH]c1C,0
O=C(Nc1ccc(N2CCCC2)c(Cl)c1)C(c1ccccc1)c1ccccc1,6
COc1ccc(OC)c(Nc2c3c(nc4ccccc24)CCC3)c1,-11
CN(C)c1ccc(C(CNS(=O)(=O)c2ccc(Br)cc2)N2CCCC2)cc1 (configuration not stated),-3
CC(C)c1ccc(NC(=O)c2cccn2-c2nnc(N3CCCCC3)s2)cc1,1
O=C(CN1CCN(Cc2ccc(Cl)cc2)C1=O)NCc1ccc(F)cc1,-3
O=C(Oc1cccc2c1C(=O)c1ccccc1C2=O)c1cccc(Cl)c1,1
CC(C)CNCC1(O)CCCN(Cc2cccc(F)c2F)C1=O (configuration not stated),8
Cc1cccc(OCc2nn3c(-c4ccncc4)nnc3s2)c1,5

# The closing two entries of the section above open the next one.
SMILES,ROC1-CUL1 inh
CC(C)CNCC1(O)CCCN(Cc2cccc(F)c2F)C1=O (configuration not stated),8
Cc1cccc(OCc2nn3c(-c4ccncc4)nnc3s2)c1,5
COC(=O)c1c(NC(=O)C2c3ccccc3Oc3ccccc32)sc2c1CCC(C)C2 (configuration not stated),6
CCN(CC)CCN=CC1C(=O)N(c2c(Cl)cccc2Cl)c2ccccc21 (configuration not stated),4
Cc1ccc(NC(=O)CSCc2cnn(-c3ccccc3)c2-n2cccc2)c(C)c1,3
Cc1cc2c(N)c(C(N)=O)sc2nc1C,1
CC1=NN(c2ccccc2)C(=O)/C1=C/c1ccc2c(c1)OCO2,-3
Cc1nn(-c2ccccc2)c(OC(=O)c2ccc(Cl)cc2)c1S(=O)(=O)c1ccccc1,0
C=C(C)COc1ccc(/C=C2\N=C(c3ccc(OC)cc3)OC2=O)cc1OC,3
O=S(=O)(N/N=C\c1ccc(-c2ccccc2Cl)o1)c1ccccc1,3
Cc1ccc(C(=O)C(OC(=O)c2cccs2)c2ccccc2)cc1C (configuration not stated),-4
CC12C=CC(O1)C1C(=O)N(c3ccc(F)cc3)C(=O)C12 (configuration not stated),-1
Cc1ccc(NC(=S)NC(=O)C(C)C)cc1C,-8
O=C(c1ccc(N2CCCC2)nc1)N1CCC(CCn2cccn2)CC1,-8
COc1ccc(C2c3c(n[nH]c3-c3ccc(C)c(C)c3)OC(=N)C2C#N)c(OC)c1OC (configuration not stated),5
CC1(C)CC(=O)C2C(=NC3=C(C(=O)c4ccccc43)C2c2cccc(O)c2)C1 (configuration not stated),-3
Cc1cn2c(nc3c2c(=O)[nH]c(=O)n3C)o1,11
CCN1C(=O)C(N=O)SC1=S (configuration not stated),5
COc1ccc(C2CC(c3ccc(Cl)cc3)=Nc3nc(NC(=O)CCC(=O)O)nn32)cc1 (configuration not stated),7
Cc1nn(-c2nc3c(C)cccc3s2)c(N)c1C#N,-2
COc1ccc(Cl)cc1NC(=O)C1CCN(S(=O)(=O)N(C)C)CC1,12
COc1cc(OC)c(NC(=O)COCc2cc(-c3cccs3)on2)cc1Cl,1

# Part of the list above, with each value named:
SMILES: CC(=O)Nc1ccc(S(=O)(=O)Nc2nccc(C3Cc4ccccc4C(=O)O3)n2)cc1 (configuration not stated)
  ROC1-CUL1 inh: -2
SMILES: CCn1c2ccccc2c2cc(NS(=O)(=O)c3ccc(F)cc3)ccc21
  ROC1-CUL1 inh: -5
SMILES: COc1ccc(OC2CCN(C(C)=O)CC2)c(C(=O)NCc2cc(C(C)C)no2)c1
  ROC1-CUL1 inh: -2
SMILES: CC(=O)c1c(C)nc2nc(-c3ccccc3)nn2c1C
  ROC1-CUL1 inh: -16&12

# More records follow.
SMILES,ROC1-CUL1 inh
CCC(CC(=O)c1ccc(Br)cc1)=Nc1ccc(OC)cc1,6
O=C(CCc1ccccc1)OC1c2nccnc2C(=O)N1c1ccc(Cl)cn1 (configuration not stated),0
Cc1c2cnn(-c3ccccc3)c(=O)c2c(C)n1CC(=O)Nc1ccccc1Br,0
Cc1cc(NC(=O)c2ccccc2)cc(NC(=O)c2ccccc2)c1C,11
CCc1cccc(CC)c1NC(=O)CSc1nc2ccc(NC(=O)c3cccc4ccccc34)cc2s1,-5
NCCCNS(=O)(=O)c1ccccc1,9
COc1ccccc1N1CCN(CCCN2C(=O)CC(=C3c4ccccc4-c4ccccc43)C2=O)CC1,-3
CC(C(=O)Nc1cc(Cl)ccc1Cl)c1cccc(C(=O)c2ccccc2)c1 (configuration not stated),-1
Cc1cc(C)c2c(n1)SCC(=O)N2CC(=O)Nc1cccc(C)c1C,4
Cc1cc(C)c2c(NC(=O)c3ccccc3Cl)c(C(=O)NCc3ccc(Cl)cc3)sc2n1,-10
COc1ccc(S(=O)(=O)Nc2ccc(C(=O)O)c(O)c2)cc1,-10
C=CCC(=O)N1CCc2onc(-c3ccc(Cl)cc3)c2C1,-1
O/N=C1\CC/C(=N\O)c2nn(-c3ccccc3Cl)nc21,-1
Cc1ccccc1Cn1cc(CCC(=O)NC(C)c2ccccc2)c2ccccc21 (configuration not stated),-6
Cc1cc(=O)oc2c(-c3ccccc3)nnc(Cl)c12,2
O=C(CCc1nnc(-c2ccc(-c3ccccc3)cc2)o1)NC1CCOCC1,2
CCc1ccc2oc(-c3ccc(NC(=O)c4cc(Br)ccc4I)cc3)nc2c1,8
CCOc1ccccc1-c1nc(Cn2c(=O)cc(C)c3c(C)nn(-c4ccccc4)c32)c(C)o1,-12
COCCN1C(=O)CC(CC(=O)N2CCN(C3CCCCC3)C(=O)C2)(c2ccccc2OC)C1=O (configuration not stated),-1
CCOC(=O)c1c(C)oc2nc(C)nc(Nc3ccc(C)c(Cl)c3)c12,3

# 3 of the entries above in order of their number in ROC1-CUL1 inh, descending:
SMILES,ROC1-CUL1 inh
O=C(CCc1ccccc1)OC1c2nccnc2C(=O)N1c1ccc(Cl)cn1 (configuration not stated),0
CC(C(=O)Nc1cc(Cl)ccc1Cl)c1cccc(C(=O)c2ccccc2)c1 (configuration not stated),-1
Cc1cc(C)c2c(NC(=O)c3ccccc3Cl)c(C(=O)NCc3ccc(Cl)cc3)sc2n1,-10

# Continuation:
SMILES,ROC1-CUL1 inh
COc1ccc(CCNC(=O)c2cc(=O)c3c(C)cc(C)cc3o2)cc1OC,5
Cc1ocnc1C(=O)N1CCC2(CCCN(CC(C)(C)C)C2=O)C1 (configuration not stated),-1
CCOC(=O)C1C(c2ccccc2)=NC(SC)=C(C#N)C1c1ccc(Cl)cc1 (configuration not stated),10
NC(=O)c1ccc(C2CCCN2C(=O)Cc2noc3ccccc23)s1 (configuration not stated),-4
CCCCC1CN(CCC(=O)NC(C)Cc2ccccn2)Cc2ccccc2O1 (configuration not stated),5
Cc1cc(-c2n[nH]c3c2CN(S(=O)(=O)N2CCCCC2)CC3)c(C)o1,7
CCN1C(=O)C(Cc2ccc3c(c2)OCO3)=NC1=S,0
Cc1cc(C(=O)N2CCN(c3cc(Cl)ccc3C)CC2)cs1,4
COC(=O)c1cc(Br)cc(O)c1O,83*
COc1ccc(C)cc1N=Nc1c(C)[nH]oc1=O,-1
Cc1ccc(-c2cc(-c3ccc(Cl)cc3)c3c(N)c(C(=O)Nc4c(C)cc(C)cc4C)sc3n2)cc1,3
CN1C(=O)Cc2cc(S(=O)(=O)NCc3ccccc3Cl)ccc21,5
O=C(NC1CCCC1)C1C=Nc2ccc(S(=O)(=O)Nc3cccc(C(F)(F)F)c3)cc2C1=O (configuration not stated),-5
CCN(CC)CC(=O)N1c2ccccc2Sc2ccc(Cl)cc21,-11
CC1=NN(C)c2nc3c(c(=O)n(Cc4ccccc4C)c(=O)n3C)n2C1C (configuration not stated),2
CCOC(=O)c1c(C(=O)OCC)c2sc(=O)c3nn(-c4ccc(Cl)cc4)c(O)c(c1=N)c23,-5
CCOC(=O)C1=C(Cc2ccc(CC)cc2)C(=O)c2ccccc2C1=O,1
COc1ccc(CC2(CCC(=O)NCc3ccccc3F)CCC(=O)N2)c(F)c1 (configuration not stated),-9
CCOC(=O)C(Nc1cc(Cl)ccc1Cl)(NS(=O)(=O)c1ccccc1)C(F)(F)F (configuration not stated),-6
COc1cccc(-c2ccc(NC(=O)C3CCCN(Cc4cnc(N)nc4)C3)cc2)c1 (configuration not stated),5
Cc1ccc(NC(=O)COc2ccc(-c3nn(C)c(=O)c4ccccc34)cc2)c(C)c1,4
COc1cc(NC(=O)C2CCN(c3nc4ccccc4nc3C(F)(F)F)CC2)cc(OC)c1,4
COc1ccc(Cl)cc1NC(=O)C1CCN(c2ncnc3c2nc2n3CCCCC2)CC1,8
Nc1nc(N)nc(Cc2cc3ccccc3[nH]2)n1,11
Cc1cccc(N=C2S/C(=C\c3ccc(O)c(O)c3)C(=O)N2c2cccc(C)c2)c1,-4
CCOC(=O)c1nn(-c2ccc(OC)cc2)cc1C(=O)c1ccc(-c2ccccc2)cc1,5
Cc1ccc(NC(=O)C(=NC(=O)c2ccccc2)C(C)c2ccc(C)cc2)cc1 (configuration not stated),-2
CCCC(=O)Nc1ccccc1NC(=O)C(CC)c1ccccc1 (configuration not stated),-2
O=C(COc1ccccc1)NCCc1csc(-c2ccc(F)cc2)n1,-9
CC(C)c1ccc(C2CC(=O)c3cn[nH]c3C2)cc1 (configuration not stated),5
O=C(CSc1ncnc2scc(-c3ccccc3)c12)Nc1ccccc1,-3
CSc1nc2ccc(S(=O)(=O)N3CCCCC3)cc2s1,0
CC(=O)N1c2ccc(S(=O)(=O)NCC3CCC(C(=O)Nc4cccc(F)c4)CC3)cc2CC1C (configuration not stated),-3
Nc1nc(Nc2ccccc2)sc1C(=O)c1ccc(Cl)cc1,-7
Nc1nnc(Cc2cccc(Br)c2)s1,-9
CCc1cccc2c(C#N)cn(CC(=O)NCc3ccco3)c12,-2
O=C(O)CCn1ccc2cc(S(=O)(=O)N3CCCCCC3)ccc21,-2
C=CCc1cccc2cc(C(=O)NCCc3c(C)[nH]c4c(C)cccc34)c(=O)oc12,-1
Cc1cc(C)c2c(c1)c(-c1ccccc1)c(-c1ccccc1)n2CC(O)CN1CCOCC1 (configuration not stated),-4
COc1cccc(-n2c(SCc3ccccc3C)nc3c([nH]c4ccccc43)c2=O)c1,-4
CCc1ccccc1NC(=O)CSc1ncc(S(=O)(=O)c2ccccc2)c(N)n1,-10
COCCOC(=O)C1C(C)=NC(=O)NC1c1cn(-c2ccccc2)nc1-c1ccc(OC)c(Cl)c1 (configuration not stated),15
S=c1[nH]nc(-c2ccncc2)n1-c1ccc2ccccc2c1,1
CCOC(=O)c1[nH]c2ccc(OC)cc2c1NC(=O)CN1CCOCC1,7
COc1ccc(S(=O)(=O)c2cn(C)c3cc(N4CCCC4)c(F)cc3c2=O)cc1,1
Cc1cc(Oc2cc(C#N)c(C#N)cc2N2CCCCC2)ccc1Cl,6
